# Bim-Bcl-W: human Bim-Bcl-W interaction inhibition. Q92843. inhibition, % at 10 µM. bead-based flow cytometry, Bim peptide-Bcl-W binding. AID 952. 190,000 compounds, 0.02% hits;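 further: 0% = bound tracer without compound and 100% = peptide blocker; higher means less fluorescent Bim peptide bound to Bcl-W beads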
# Target sequence (Q92843 whole entry, looked up): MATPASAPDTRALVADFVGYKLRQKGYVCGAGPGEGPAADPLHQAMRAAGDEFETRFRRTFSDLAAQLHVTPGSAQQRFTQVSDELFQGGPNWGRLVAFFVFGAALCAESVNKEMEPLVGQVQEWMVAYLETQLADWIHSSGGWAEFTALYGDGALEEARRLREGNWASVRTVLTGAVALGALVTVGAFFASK
# ABCG2 inh: human ABCG2 inhibition, ABCB1 as counter-screen; Q9UNQ0; IgMXP3 cells, JC-1 efflux, flow cytometry; inhibition, % at 6.6 µM; 190,000 compounds, 0.1% hits;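 active means inhibition above 80%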;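 further: 0% = DMSO and 100% = nicardipine control wells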
#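 Test system: IgMXP3 (ABCG2) plus far-red-tagged CCRF-Adr (ABCB1) cells / Amount: 3 million cells/mL in well / Reagent: JC-1 transporter substrate / Timing: 10 min compound exposure, 25 °C / Signal: flow cytometry, 530 nm JC-1 signal / Read-out: percent efflux inhibition, scaled nicardipine 100% to DMSO 0% / Benchmarks: nicardipine as high control, DMSO as low control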
# Bcl-2 Bim block: disrupts Bim peptide binding to human Bcl-2; P10415; Bead-based flow cytometry, Bim peptide-Bcl-2 binding; inhibition, % at 10 µM; 190,000 compounds, 0.06% hits; AID 950; in the data active means inhibition above about 40%; inconclusive means no clear call, values can overlap the other calls;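 further: 0% = no compound wells with probe peptide and 100% = reference peptide inhibitor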
# Target sequence (P10415 whole entry, looked up): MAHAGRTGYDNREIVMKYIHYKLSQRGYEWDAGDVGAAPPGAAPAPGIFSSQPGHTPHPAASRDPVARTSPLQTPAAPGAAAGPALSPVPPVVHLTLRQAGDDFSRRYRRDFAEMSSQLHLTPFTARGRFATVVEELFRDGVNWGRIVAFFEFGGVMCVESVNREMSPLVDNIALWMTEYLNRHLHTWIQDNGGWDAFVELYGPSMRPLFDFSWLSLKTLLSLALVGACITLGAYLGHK
# RGS4-Gao reg: modulates binding of RGS4 to human Galphao | P09471 | Multiplexed bead flow cytometry; actives lie on both sides | binding response (% of control), % at 10 µM | 220,000 compounds, 0.33% hits; in the data active means binding response below about 49% or above about 150%; inactive means in between;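 further: fluorescent Galphao activated with aluminum fluoride binding bead-coupled RGS4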
# RGS7-Gao: modulates binding of RGS7 to human Galphao | binding response (% of control), % at 10 µM | Multiplexed bead flow cytometry; actives lie on both sides | P09471 | 220,000 compounds, 0.35% hits; in the data active means binding response below about 49% or above about 150%; inconclusive means no clear call, values can overlap the other calls; inactive means in between;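 further: fluorescent Galphao held in activated GDP-AlF4 state binding bead-coupled RGS7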
# Bim-Bfl-1: disrupts Bim binding to human Bfl-1. 190,000 compounds, 0.12% hits. AID 1008. inhibition, % at 10 µM. Bead-based flow cytometry, Bim-Bfl-1 binding inhibition. Q16548;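 further: 0% = wells without compound plus tracer and 100% = blocker peptide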
# Avidin fluor: avidin bead compound fluorescence profile. Avidin beads, compound fluorescence 488/530 nm, flow cytometry; active compounds read high. fluorescence (KMESF) at 10 µM. 220,000 compounds, 0.38% hits. AID 1775; in the data active means fluorescence above about 47; further: inactives centre near 10
# Bcl-XL Bim block: disrupts Bim peptide binding to human Bcl-XL; Q07817; bead flow cytometry, fluorescence; inhibition, % at 10 µM; 190,000 compounds, 0.04% hits
# Target sequence (Q07817 whole entry, looked up): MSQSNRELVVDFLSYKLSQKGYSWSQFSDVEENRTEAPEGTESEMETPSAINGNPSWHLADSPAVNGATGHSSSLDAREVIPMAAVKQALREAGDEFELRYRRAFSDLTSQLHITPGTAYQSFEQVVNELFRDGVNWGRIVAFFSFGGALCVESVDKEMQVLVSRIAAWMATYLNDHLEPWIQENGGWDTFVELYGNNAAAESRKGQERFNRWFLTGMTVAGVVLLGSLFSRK
# ABCB1 block: blocks JC-1 efflux by human ABCB1 transporter. P08183. CCRF-Adr cells, flow cytometry. inhibition, % at 6.6 µM. 190,000 compounds, 0.067% hits. AID 1326; in the data active means inhibition above about 40%;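 further: 0% = vehicle and 100% = reference inhibitor; higher value means more JC-1 retained so stronger ABCB1 efflux block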
# GSH fluor: GSH bead compound fluorescence profile; GSH beads flow cytometry, compound fluorescence 488/530 nm; active compounds read high; fluorescence (KMESF) at 10 µM; 190,000 compounds, 0.25% hits; in the data active means fluorescence above about 89;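 further: glutathione beads carrying GST-tagged Bcl family fusion proteins plus one bare bead set; values are compound well signal with DMSO vehicle wells as background; inactives centre near 16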
# Bim-Bcl-B: human Bim-Bcl-B interaction inhibition; AID 951; Q9HD36; 190,000 compounds, 0.073% hits; bead-based flow cytometry, Bim peptide-Bcl-B binding; inhibition, % at 10 µM;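 further: 0% = tracer peptide without compound and 100% = reference inhibitor peptide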
# Target sequence (Q9HD36 whole entry, looked up): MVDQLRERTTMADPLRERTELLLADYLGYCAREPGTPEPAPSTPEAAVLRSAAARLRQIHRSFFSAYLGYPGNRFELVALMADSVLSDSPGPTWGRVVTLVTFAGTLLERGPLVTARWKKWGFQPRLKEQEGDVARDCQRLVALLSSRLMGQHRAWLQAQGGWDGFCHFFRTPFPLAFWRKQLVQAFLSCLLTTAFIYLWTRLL
# The depositor's hits bear a star; u = inconclusive. Unless noted, no stated cut-off is given here; in the data, active means inhibition above about 40%.
SMILES,Bim-Bcl-W,ABCG2 inh,Bcl-2 Bim block,RGS4-Gao reg,RGS7-Gao,Bim-Bfl-1,Avidin fluor,Bcl-XL Bim block,ABCB1 block,GSH fluor,Bim-Bcl-B
O=C(NCCCN1CCOCC1)c1cccnc1SCc1ccccc1Cl,-6.0,1.3,-3.0,104.9,106.8,-6.0,9,-6.0,0.6,16,-7.0
CCOC(=O)CSc1nc2ccc(S(=O)(=O)N3CCOCC3)cc2[nH]1,-3.0,10.6,-11.0,96.8,94.0,-15.0,11,-10.0,1.2,27,-11.0
COc1ccccc1N/C=C/c1onc(C)c1[N+](=O)[O-],-4.0,2.0,-6.0,100.3,99.5,-5.0,12,-2.0,0.5,15,-4.0
Cc1nn(CC(=O)Nc2sc3c(c2C#N)CCC(C(C)(C)C)C3)c(C)c1[N+](=O)[O-] (stereo unspecified),0.0,-5.6,-12.0,93.4,95.0,-16.0,22,-9.0,-0.3,21,-7.0
COc1cc(C2C(C#N)=C(C)NC3=C2C(=O)CC(C)(C)C3)ccc1O (stereo unspecified),3.0,-1.0,-6.0,94.9,110.2,-10.0,18,0.0,-0.1,23,-6.0
O=c1cc(CSc2nnnn2-c2ccccc2)nc2scc(-c3ccccc3)n12,1.0,6.2,0.0,95.0,94.5,-1.0,7,-2.0,0.9,11,-4.0
Cc1ccc(S(=O)(=O)N(C)CC(=O)NCc2ccncc2)cc1,2.0,0.5,-6.0,97.4,101.7,-12.0,6,-3.0,0.0,14,-3.0
COc1ccc(C2CC(=O)N(CCCN(C)CCc3ccc(OC)c(OC)c3)C2)cc1 (stereo unspecified),1.0,1.0,2.0,101.5,96.3,-3.0,10,0.0,0.5,11,0.0
O=C(Nc1ccccc1)O/N=C1\CCCCC1c1ccc([N+](=O)[O-])cc1[N+](=O)[O-] (stereo unspecified),1.0,9.7,0.0,98.5,96.8,1.0,11,1.0,2.7,7,2.0
COc1ccc(-c2[nH]nc3c2C(c2ccoc2)C(C#N)=C(N)O3)cc1 (stereo unspecified),-4.0,1.0,-14.0,100.5,101.9,0.0,22,-4.0,0.7,15,-3.0
COc1ccccc1N1CCN(S(=O)(=O)c2cn(C)c(=O)n(C)c2=O)CC1,1.0,0.5,-7.0,104.7,103.2,-9.0,7,0.0,0.5,25,-5.0
CCOC(=O)/C(N=Nc1c(C)n(C)n(-c2ccccc2)c1=O)=C(/O)c1ccccc1,0.0,1.7,-1.0,99.7,u,-2.0,9,5.0,0.7,10,0.0
CCOC(=O)c1cnc(Nc2nc3ccccc3o2)nc1CSC(=S)N(CC)CC,-3.0,6.4,-9.0,103.7,103.1,-10.0,13,-6.0,1.7,11,-10.0
Cc1ccc(NC(=O)Cc2noc3ccccc23)c(C)c1,-2.0,0.2,0.0,125.0,125.3,0.0,3,-6.0,0.0,9,-6.0
O=C(c1ccccc1)c1ccc(OCCO)cc1,3.0,0.4,0.0,101.9,98.7,-5.0,10,0.0,0.1,26,-3.0
CCOC(=O)c1[nH]c(C)c(C(=O)NCc2ccco2)c1C,3.0,6.7,-2.0,97.7,u,-3.0,14,0.0,0.8,14,0.0
CCC(C)(C)NC(=O)C(c1ccc(C)cc1)N(CCN1CCOCC1)C(=O)CNC(=O)c1cccs1 (stereo unspecified),-6.0,8.3,-8.0,100.2,98.6,-4.0,9,-4.0,0.3,13,-4.0
CCc1nnc(NC(=O)c2ccc(S(=O)(=O)N(CC(C)C)CC(C)C)cc2)o1,0.0,0.3,-1.0,100.7,101.3,-2.0,20,-7.0,0.0,14,-6.0
O=S(=O)(NCCOc1ccccc1)c1ccc2ccccc2c1,-2.0,-2.6,1.0,89.6,89.3,-1.0,5,0.0,-0.1,12,-5.0
CCCCC(CC)CNC(=O)CC1Nc2c3ccccc3nc(=S)n2C1=O (stereo unspecified),-2.0,-1.7,-1.0,95.3,96.0,-2.0,7,0.0,-0.7,18,-16.0
O=[N+]([O-])c1ccc(F)cc1OCc1nc(-c2cccs2)no1,-1.0,9.3,-6.0,106.9,107.6,-3.0,11,-2.0,0.6,13,-3.0
Cc1cc(Nc2ccc(F)cc2)nc(N)n1,-1.0,0.3,0.0,101.0,101.5,-2.0,8,-2.0,0.0,23,-1.0
CC(C)C1COC(c2cccn2Cc2ccccc2Cl)=N1 (stereo unspecified),-1.0,0.2,-1.0,103.0,u,-4.0,11,-3.0,0.4,18,-2.0
COc1ccccc1N=C(C)C1=C(O)COC1=O,1.0,-0.9,0.0,94.5,101.1,0.0,12,0.0,-0.7,14,0.0
CCCc1nc2oc3c(NCc4ccccn4)ncnc3c2c2c1COC(C)(C)C2,-1.0,-2.6,-2.0,92.7,95.7,-4.0,12,-2.0,-4.4,29,0.0
CC(=O)Nc1ccc(S(=O)(=O)N2CCC(c3nc4ccccc4[nH]3)CC2)cc1,-1.0,-0.5,-10.0,101.8,101.9,-11.0,8,-7.0,0.0,39,-8.0
COC(=O)c1ccc(S(=O)(=O)N2CCC(c3nc4ccccc4o3)CC2)cc1,-3.0,3.7,-6.0,103.6,101.1,-9.0,13,-13.0,-0.3,26,-9.0
NS(=O)(=O)c1cccc(NC(=O)COC(=O)/C(=C/c2cccs2)c2cccs2)c1,-1.0,-0.8,-3.0,96.9,95.1,-2.0,13,-4.0,-0.9,9,-6.0
Cc1ccc(-c2ccc(SCC(=O)Nc3ccc4c(c3)OCCO4)nn2)cc1,-4.0,1.2,-8.0,102.6,101.7,-14.0,15,-5.0,0.5,15,-8.0
COc1ccc(CCNC(=O)C2CCCN2C(=O)NC2CCCCC2)cc1OC (stereo unspecified),-4.0,4.1,-1.0,100.7,103.0,-5.0,14,-3.0,0.6,64,-1.0

# The closing 5 compounds of the part above open the next one.
SMILES,Bim-Bcl-W,ABCG2 inh,Bcl-2 Bim block,RGS4-Gao reg,RGS7-Gao,Bim-Bfl-1,Avidin fluor,Bcl-XL Bim block,ABCB1 block,GSH fluor,Bim-Bcl-B
CC(=O)Nc1ccc(S(=O)(=O)N2CCC(c3nc4ccccc4[nH]3)CC2)cc1,-1.0,-0.5,-10.0,101.8,101.9,-11.0,8,-7.0,0.0,39,-8.0
COC(=O)c1ccc(S(=O)(=O)N2CCC(c3nc4ccccc4o3)CC2)cc1,-3.0,3.7,-6.0,103.6,101.1,-9.0,13,-13.0,-0.3,26,-9.0
NS(=O)(=O)c1cccc(NC(=O)COC(=O)/C(=C/c2cccs2)c2cccs2)c1,-1.0,-0.8,-3.0,96.9,95.1,-2.0,13,-4.0,-0.9,9,-6.0
Cc1ccc(-c2ccc(SCC(=O)Nc3ccc4c(c3)OCCO4)nn2)cc1,-4.0,1.2,-8.0,102.6,101.7,-14.0,15,-5.0,0.5,15,-8.0
COc1ccc(CCNC(=O)C2CCCN2C(=O)NC2CCCCC2)cc1OC (stereo unspecified),-4.0,4.1,-1.0,100.7,103.0,-5.0,14,-3.0,0.6,64,-1.0
Cc1ccc(C2(CCNS(=O)(=O)c3ccc(C)cc3)CCOC(C(C)C)C2)cc1 (stereo unspecified),-2.0,77.7,-4.0,111.6,106.4,-2.0,16,-1.0,19.6,9,-4.0
CCn1ccnc1CN1CCc2c([nH]c3ccccc23)C1C(C)(C)C (stereo unspecified),-2.0,2.9,-3.0,103.1,102.3,-4.0,2,0.0,0.8,12,-5.0
CCC(C)NCCCCOc1ccc(Br)cc1 (stereo unspecified),-4.0,1.5,0.0,101.7,100.2,0.0,9,-6.0,0.3,19,-4.0
CCOc1ccc(S(=O)(=O)n2nc(C)cc2C)c2ccccc12,1.0,1.6,-9.0,102.2,103.3,-5.0,8,-2.0,0.2,12,-10.0
CSc1nc(NCc2ccco2)c2sc3nc(C(C)C)c4c(c3c2n1)CC(C)(C)OC4,2.0,-0.4,0.0,101.9,100.4,1.0,9,3.0,-0.1,20,2.0
COc1ccccc1NC(=O)COc1ccc(C(=O)OCC(=O)N2CCCC2=O)cc1OC,1.0,5.4,-2.0,103.2,104.2,-7.0,5,-3.0,0.8,23,-2.0
CC(C)(C)CC(C)(C)NC(=S)N1CCN(Cc2ccc3c(c2)OCO3)CC1,0.0,-0.5,0.0,101.7,100.9,-4.0,10,-1.0,-0.5,16,0.0
C=CCc1cccc(/C=N/NC(=O)CNc2ccccc2)c1O,0.0,6.8,-7.0,95.5,95.6,-8.0,10,-14.0,0.2,40,-7.0
Cc1c(Nc2ncnc3c2cnn3-c2ccccc2)c(=O)n(-c2ccccc2)n1C,0.0,0.8,-9.0,96.1,98.1,-17.0,15,-8.0,-1.5,33,-6.0
Cc1ccc(/C=N/NC(=O)C[n+]2ccccc2)o1,3.0,0.6,2.0,104.8,101.2,-5.0,8,0.0,0.1,19,-2.0
C=CCc1ccccc1OCC(O)CN1CCN(c2ccc(OC)cc2)CC1 (stereo unspecified),5.0,3.6,5.0,98.0,101.8,0.0,7,1.0,2.9,9,0.0
CN(Cc1ccccc1)S(=O)(=O)c1ccc(S(=O)(=O)N(Cc2ccc(F)cc2)C2CCCC2)cc1,-1.0,1.6,-9.0,103.0,100.5,-10.0,7,-5.0,0.7,16,-9.0
CCOc1ccc(C(=O)Oc2ccc(NC(C)=O)cc2)cc1,1.0,-0.2,-3.0,99.9,97.4,-11.0,9,0.0,-0.1,15,-1.0
O=C(Cn1cnc2cc([N+](=O)[O-])ccc2c1=O)NC(c1ccccc1)c1ccccc1,-2.0,0.0,-1.0,100.3,99.0,0.0,3,-3.0,0.0,5,-3.0
COCCN1C(=O)c2oc3ccccc3c(=O)c2C1c1ccc(C(=O)OC)cc1 (stereo unspecified),3.0,0.0,6.0,107.8,103.2,3.0,4,0.0,1.6,22,0.0
Cc1csc(NC(=O)CNS(=O)(=O)c2cccs2)n1,-2.0,0.4,1.0,94.6,90.6,-2.0,16,-3.0,0.1,20,1.0
O=S(=O)(Nc1ccc(N2CCOCC2)cc1)c1cccs1,6.0,10.4,3.0,95.5,98.8,-8.0,23,0.0,1.1,23,25.0
S=C(NCc1ccncc1)Nc1ccc(Cl)cc1,-4.0,0.7,-6.0,98.3,99.3,-14.0,12,-6.0,0.0,16,-9.0
CN(CC(=O)NCc1ccccn1)S(=O)(=O)c1ccc(F)cc1,0.0,-0.5,-4.0,89.0,92.5,-5.0,6,0.0,0.4,17,-1.0
Cc1onc(-c2ccccc2)c1C(=O)N[C@@H]1C(=O)N2[C@@H]1SC(C)(C)[C@@H]2C(=O)O,1.0,-0.2,0.0,111.6,104.8,1.0,8,0.0,0.0,20,1.0
COc1ccc(OC)c2[nH]c(=O)c(CCNC(=O)C(C)(C)C)cc12,0.0,-1.3,-10.0,96.9,97.8,-12.0,6,-4.0,-1.1,18,-7.0
COc1ccc(-n2nc(C(=O)NCC(=O)Nc3cccc(C)n3)c3ccccc3c2=O)cc1,2.0,19.5,-6.0,95.9,93.0,-9.0,8,-3.0,1.8,40,-6.0

# Screening results (PubChem BioAssay)
